# KLK7 zymogen act – proKLK7 (human) activation, primary screen | activation, % at 7 µM | 370,000 tested, 0.9% active | purified proKLK7, EDANS-DABCYL substrate fluorescence; 100% is mature enzyme control, 0% vehicle | P49862;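 active = activation above the mean of all tested compounds plus 3 SD, computed per campaign excluding outliers beyond control limits, cut at about 13% in these data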
# SMARCA2 act – SMARCA2 function activation, primary screen. MG213 cells, MMTV-luciferase reporter, dexamethasone, overnight. activation, % at 9.1 µM. 370,000 tested, 1% active; in the data active = activation above about 7.8%;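 also: 0% = vehicle wells and 100% = reference activator wells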
# hcDAF12 agonist – H. contortus DAF-12 activation, primary screen | HEK293 hcDAF-12 lit1-tk-luc reporter, luminescence; 0% DMSO, 100% Δ7-dafachronic acid | AID 652067 | 370,000 tested, 1.4% active | activation, % at 6.8 µM;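 active = activation above the mean of all tested compounds plus 3 SD, cut at about 5.5% in these data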;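 also: 100% = response to 3 µM Δ7-dafachronic acid high control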
# DAX1 inh-1 – NR0B1 (DAX1) inhibition; P51843; HEK293 Gal4-DAX1 luciferase reporter, luminescence; inhibition, % at 6.75 µM; 340,000 tested, 0.99% active; AID 504766;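 active = inhibition above the mean over all tested compounds plus 3 SD, cut at about 4.2% in these data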;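 also: 0% = DAX1-transfected cells with DMSO and 100% = empty-vector control cells with DMSO; inhibition shows as a rise in luminescence from relieved DAX1 repression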
# ssDAF12 agonist – activators of S. stercoralis DAF-12 nuclear receptor. HEK293 ssDAF-12/GRIP1 lit1-tk-luc reporter, luminescence; % of 3 µM dafachronic acid response. activation, % at 6.8 µM. 370,000 tested, 1% active;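 active = activation above the mean over all tested compounds plus 3 SD, cut at about 0.9% in these data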;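 also: 0% = DMSO-only wells and 100% = 3 µM delta7-dafachronic acid wells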
# FXN GAA850 act – increases GAA850 frataxin promoter reporter activity; activation, % at 6 µM; 360,000 tested, 0.56% active; HEK293 lucGAA850 FXN promoter luciferase reporter, 24 h; percent of 10 µM SAHA response;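 active = activation above the average of all compounds screened plus 3 SD, cutoff fixed separately per campaign, cut at about 7.5% in these data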;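 also: 0% = DMSO wells and 100% = 10 µM SAHA wells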
# DAX1 inh-2 – DAX1 (NR0B1) inhibition, primary screen; 370,000 tested, 1.1% active; HEK293T StAR-luciferase reporter, SF-1/DAX-1 repression relief; AID 652010; inhibition, % at 6.8 µM;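 active = inhibition above the mean over all tested compounds plus 3 SD, cut at about 3.6% in these data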;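 also: 0% = DAX-1 cells with DMSO and 100% = cells lacking DAX-1 with DMSO; higher inhibition means more luminescence from relief of DAX-1 repression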
# NPR2 activator – GC-B (human) receptor activation; P20594; 370,000 tested, 0.11% active; HEK293-GC-B cells, CNP EC30, cGMP TR-FRET; 0% at EC30 CNP, 100% saturating CNP; AID 1920062; activation, % at 10 µM;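 active = activation at 10 µM reaching about 35% in either raw or pattern-adjusted values, limit read from the data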
# Target sequence (P20594 whole entry, looked up): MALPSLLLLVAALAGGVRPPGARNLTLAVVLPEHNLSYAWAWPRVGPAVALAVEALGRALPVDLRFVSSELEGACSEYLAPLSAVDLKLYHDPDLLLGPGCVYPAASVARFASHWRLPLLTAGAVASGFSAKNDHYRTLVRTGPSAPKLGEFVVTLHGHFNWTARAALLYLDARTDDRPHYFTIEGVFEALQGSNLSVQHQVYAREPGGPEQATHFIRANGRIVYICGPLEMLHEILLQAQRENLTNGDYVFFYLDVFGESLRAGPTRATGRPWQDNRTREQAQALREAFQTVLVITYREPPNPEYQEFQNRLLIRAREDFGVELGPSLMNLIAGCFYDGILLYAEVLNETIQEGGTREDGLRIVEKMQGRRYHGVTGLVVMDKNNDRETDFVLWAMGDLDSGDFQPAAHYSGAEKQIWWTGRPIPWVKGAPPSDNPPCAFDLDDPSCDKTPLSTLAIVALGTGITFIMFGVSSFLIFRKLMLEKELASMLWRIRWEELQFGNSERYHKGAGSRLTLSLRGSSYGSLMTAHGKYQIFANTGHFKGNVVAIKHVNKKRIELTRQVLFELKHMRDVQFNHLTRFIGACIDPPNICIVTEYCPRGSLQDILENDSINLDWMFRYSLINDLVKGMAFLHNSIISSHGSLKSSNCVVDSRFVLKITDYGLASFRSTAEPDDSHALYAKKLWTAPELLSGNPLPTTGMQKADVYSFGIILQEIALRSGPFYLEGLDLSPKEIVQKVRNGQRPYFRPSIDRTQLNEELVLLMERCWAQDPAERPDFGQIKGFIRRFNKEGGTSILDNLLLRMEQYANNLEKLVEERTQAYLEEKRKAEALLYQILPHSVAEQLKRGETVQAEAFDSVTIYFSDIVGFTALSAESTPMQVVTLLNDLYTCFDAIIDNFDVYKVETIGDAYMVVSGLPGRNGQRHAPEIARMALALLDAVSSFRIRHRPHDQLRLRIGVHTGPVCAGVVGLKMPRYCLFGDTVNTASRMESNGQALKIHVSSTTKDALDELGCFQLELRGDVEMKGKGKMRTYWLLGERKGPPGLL
# HGIII-sPLA2 inh – Blocks human group III sPLA2 activity. Q9NZ20. QFRET BODIPY PC-A2 liposome hydrolysis, fluorescence. inhibition, % at 12.2 µM. 370,000 tested, 0.56% active;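 active = inhibition above mean plus 3 SD of compounds lying within the high and low control bounds, cut at about 19% in these data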;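 also: 0% = median of test compound wells and 100% = no enzyme DMSO wells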
# hgDAF-12 ag – activates the H. glycines DAF-12 receptor ligand-binding domain | HEK293 GAL4-hgDAF12 UAS-luciferase reporter, agonist luminescence; normalized to butyrate control | activation, % at 6.8 µM | 370,000 tested, 1.8% active;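 active = activation above a cutoff set at the mean of all screened compounds plus 3 SD, cut at about 10% in these data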;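 also: 0% = DMSO wells and 100% = sodium butyrate wells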
# NPR1 activator – GC-A (human) enzyme activation | HEK293 GC-A cells, cGMP TR-FRET, EC30 ANP; 0% at EC30 ANP, 100% saturating ANP | activation, % at 10 µM | P16066 | 370,000 tested, 0.14% active; in the data active = activation above about 40%
# An asterisk follows results filed as active; · = no result given.
SMILES,KLK7 zymogen act,SMARCA2 act,hcDAF12 agonist,DAX1 inh-1,ssDAF12 agonist,FXN GAA850 act,DAX1 inh-2,NPR2 activator,HGIII-sPLA2 inh,hgDAF-12 ag,NPR1 activator
COc1ccc(C(=O)N/C(=C/c2cccnc2)C(=O)N2CCN(C)CC2)cc1OC,-0.6,-0.8,-1.3,0.2,-1.4,4.0,0.1,0.5,-1.2,0.8,-0.7
O=C(NCCc1ccccc1F)C1C(=O)Nc2ccccc2C(=O)N1C1CCCCC1 (stereo not given),-0.1,-4.5,-0.3,·,-0.7,·,0.1,0.8,11.3,0.7,-4.0
CC(=O)Cn1c(CN2CCCC2)nc2ccccc2c1=O,0.8,2.0,0.0,-0.2,-1.3,-1.1,-0.7,-3.6,-4.8,3.1,1.9
CCOc1ccccc1N1CC(C(=O)Nc2cc(Cl)ccc2C)CC1=O (stereo not given),0.7,-0.5,-2.2,1.1,-1.4,-0.4,-0.1,0.5,2.3,3.0,0.9
N#CCCN(C(=O)COC(=O)CSc1ccc(Cl)cc1)c1ccccc1,-0.2,0.2,-0.2,0.1,-1.1,0.1,-0.8,1.4,-5.1,1.6,0.4
COCCCNC(=S)N/N=C/c1ccc2c(c1)OCO2,0.3,-2.4,-1.1,·,-1.7,-0.1,0.0,7.1,23.8*,-2.0,2.3
CCCCCCOc1ccc(/C(C)=N/NC2=NCCN2)cc1[N+](=O)[O-],-0.9,4.7,-0.3,-0.7,-0.7,7.8*,0.5,-5.7,1.8,0.9,-1.9
CCC(C)N(C(=O)CSc1nc2ccc(OC)cc2[nH]1)C1CCS(=O)(=O)C1 (stereo not given),0.1,-3.5,0.1,-0.4,-0.5,0.4,-0.2,-2.4,4.4,-0.8,3.5
COc1ccc(NC(=O)[C@@H]2CCCN2C(=O)c2cccs2)cc1S(=O)(=O)N1CCCCC1,0.0,-0.6,-0.6,0.9,-1.5,1.0,-0.9,1.2,3.9,2.2,-1.4
COc1ccc(CN2C[C@]3(C=C4CCCCC4n4c(=O)n(-c5ccccc5)c(=O)n43)N(C(=O)OCc3ccccc3)C2=NC(=O)c2ccccc2)c(OC)c1 (stereo not given in full),0.1,-3.6,-0.9,·,-1.8,·,-0.7,2.3,-6.7,1.8,-1.9
CN(C)CCNS(=O)(=O)c1ccc(Cl)cc1,0.4,-1.0,1.4,0.9,0.0,-0.5,-0.1,5.2,-0.1,0.0,-0.2
Oc1cccc(-c2nc3c4c(ncn3n2)-c2ccccc2CC42CCCC2)c1,-0.1,-4.3,0.2,-0.1,-1.0,-2.3,-0.4,-8.5,-8.8,-1.4,-11.5
CC(C)NC(=NCc1ccc(Cl)cc1Cl)Nc1ccccc1,0.1,-1.1,2.0,-0.1,-1.1,-8.3,-0.1,-12.8,0.2,-1.8,-37.1
COc1ccc(Br)cc1C(=O)Nc1ccccc1N1CCN(C(=O)c2ccccc2)CC1,-3.6,-1.9,-2.7,-1.8,-2.6,-1.3,-2.5,-16.0,-14.7,-3.2,-10.1
CNc1snc(C)c1C(=O)OCC(=O)N(C)c1ccccc1,-0.7,-3.9,-2.1,0.3,-0.8,-0.1,-1.0,2.5,4.8,-3.0,-1.2
Cc1ccccc1NC(=O)Cc1cccc(C(F)(F)F)c1,-0.5,-4.5,-0.6,1.5,-1.8,0.3,-0.5,3.2,-3.9,1.2,1.8
COC(=O)Cn1c(O)c(N=NC(=O)CNC(=O)c2ccncc2)c2ccccc21,-0.2,-3.0,2.8,1.8,-0.6,-1.6,0.2,0.3,9.4,-1.1,3.7
COc1ccc(NC(=O)/C(Cl)=C(/Cl)S(=O)Cc2ccc(Cl)cc2)cn1 (stereo not given),-0.3,-8.2,-6.5,-3.9,-2.7,-16.8,-2.7,-19.7,4.4,-15.2,-49.0
CC1CCc2[nH]nc(C(=O)O)c2C1 (stereo not given),-0.8,-0.9,0.7,3.4,-1.2,-2.0,0.1,-2.4,-1.0,-0.1,-3.7
O=C(CS(=O)(=O)c1ccccc1)Nc1cccnc1,-0.4,-5.6,-1.1,-0.7,-1.4,0.8,1.0,3.7,4.7,-2.3,-2.1

# Complete entries from above. Screens in order: KLK7 zymogen act, SMARCA2 act, hcDAF12 agonist, DAX1 inh-1, ssDAF12 agonist, FXN GAA850 act, DAX1 inh-2, NPR2 activator, HGIII-sPLA2 inh, hgDAF-12 ag, NPR1 activator
# Record of CCCCCCOc1ccc(/C(C)=N/NC2=NCCN2)cc1[N+](=O)[O-] → -0.9, 4.7, -0.3, -0.7, -0.7, 7.8*, 0.5, -5.7, 1.8, 0.9, -1.9
# Record of CCOc1ccccc1N1CC(C(=O)Nc2cc(Cl)ccc2C)CC1=O (stereo not given) → 0.7, -0.5, -2.2, 1.1, -1.4, -0.4, -0.1, 0.5, 2.3, 3.0, 0.9
# Record of COc1ccc(NC(=O)/C(Cl)=C(/Cl)S(=O)Cc2ccc(Cl)cc2)cn1 (stereo not given) → -0.3, -8.2, -6.5, -3.9, -2.7, -16.8, -2.7, -19.7, 4.4, -15.2, -49.0
# Record of CC(=O)Cn1c(CN2CCCC2)nc2ccccc2c1=O → 0.8, 2.0, 0.0, -0.2, -1.3, -1.1, -0.7, -3.6, -4.8, 3.1, 1.9

# Screening results deposited in PubChem by several laboratories.
